Screening results from PubChem BioAssay.
FEN1 inh: blocks human flap endonuclease 1 | P39748 | Recombinant FEN1 flap cleavage, fluorescence, 15 min | Potency, µM (series often up to 114 µM), inactives show at the highest dose activity change, negative = inhibition, usual class: inhibitors | 390,000 tested, 0.35% active | AID 588795; further: nearly all actives have a fitted effect of over 65% in size
Target sequence (P39748 whole entry, looked up): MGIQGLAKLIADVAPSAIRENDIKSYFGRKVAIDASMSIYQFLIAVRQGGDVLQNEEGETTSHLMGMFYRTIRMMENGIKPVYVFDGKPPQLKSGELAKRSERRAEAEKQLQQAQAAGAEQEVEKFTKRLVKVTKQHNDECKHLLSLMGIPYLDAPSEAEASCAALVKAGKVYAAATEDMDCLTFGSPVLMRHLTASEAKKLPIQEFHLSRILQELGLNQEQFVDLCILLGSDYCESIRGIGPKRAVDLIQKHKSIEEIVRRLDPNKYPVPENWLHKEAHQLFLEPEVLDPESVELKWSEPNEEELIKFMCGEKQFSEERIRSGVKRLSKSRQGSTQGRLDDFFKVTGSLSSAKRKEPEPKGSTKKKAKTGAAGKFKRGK
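With each library titrated from low to high concentration, compounds met 10 nM FEN1 for 15 min at room temperature before 50 nM substrate was added; readings at 0 and 15 min fed four-parameter Hill curve fits.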
N370S GC: inhibitors or activators of N370S glucocerebrosidase for Gaucher disease. P04062. N370S GC spleen homogenate, 4MU-glucoside fluorescence. Potency, µM (doses to about 59.4 µM), for the others: at the highest dose activity change, negative = inhibition, usual class: inhibitors. 330,000 tested, 0.092% active. AID 2101;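 further: 0% = full enzyme activity and -100% = no enzyme basal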
KAT2A inh: GCN5L2 (KAT2A) acetyltransferase inhibition; 390,000 tested, 0.21% active; Potency, µM (series often up to 58.9 µM), without a hit: top-dose activity change, negative = inhibition, hits mostly inhibitors; GCN5L2 HAT assay, ThioGlo1 CoA-SH fluorescence
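Preincubate 20nM GCN5L2 with compound 15 min, RT → add 50uM ThioGlo1 + 75uM H3(1-25) + 70uM acetyl-CoA → read fluorescence 0 and 20 min. Primary qHTS; fluorescent artifacts likely.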
Starred values were filed as active, the others as inactive; ? = inconclusive; · = not tested or not shown; & = joins results of further samples; [ ] = dose if it differs, or a comment. The call rests on the fitted dose curve; in most records, active means well fitted curve in the direction sought with a large enough effect; inconclusive means small, poorly fitted or top-dose-only effect, or another doubt; inactive means no such curve, though single readings can be large; an effect the other way counts as inactive or inconclusive. Unless noted, on the % scale 0 is the no-effect control and ±100 the full control effect; potency means the concentration at half of the fitted maximal effect.

The line under a structure holds: FEN1 inh, KAT2A inh, N370S GC
1	Cc1cccc(C(=O)OCC(=O)N2CC(=O)Nc3ccccc32)c1C
→ -3%, -3%, ·
2	COc1ccc(-c2nn(-c3ccccc3)cc2C(=O)N(C)CC(=O)Nc2ccc(N3CCOCC3)cc2)cc1
→ 5%, 2%, 1%
3	N/C(=N\OC(=O)c1cccs1)c1ccccc1
→ -15%, -2%, 6%
4	O=C(Nc1nc(-c2ccco2)cs1)c1ccccc1
→ -24%, 0%, -5%
5	CCCCNS(=O)(=O)c1ccc2nc(-c3cccnc3)cc(C(=O)NCCOC)c2c1
→ 17%&-15%, -11%&-2%, -14%
6	CC(C)c1ccccc1NC(=S)NC(C)c1ccccc1 (stereo not drawn)
→ 0%, -2%, 4%
7	CC(CN1CCOCC1)OC(=O)c1cccc(Cl)c1 (stereo not drawn)
→ 11%, -5%, -2%
8	CCc1ccccc1N1CC(c2nc3ccccc3n2Cc2cccc(C)c2)CC1=O (stereo not drawn)
→ -15%, -15%, ·
9	CSc1ccc(CN(C)C(C)C(=O)NCC2CCCCC2)cc1 (stereo not drawn)
→ 8%, -2%, -8%
10	NCCc1nnc(SCc2ccccc2)o1
→ -2%, -7%, 5%
11	COc1ccc(-n2c(=O)c(-c3cccs3)nc3cnc(N(C)C)nc32)cc1
→ ·, -15%, 0%
12	COc1cccc(NC(=O)CSc2nc3ccc(NC(=O)c4cccs4)cc3s2)c1
→ -4%, -6%, ·
13	CCc1nc2sc3c(O)cc(=O)[nH]c3c2cc1C
→ 1%, -10%, ?
14	O=C(COC(=O)C12CC3CC(CC(C3)C1)C2)N1CCN(S(=O)(=O)c2ccccc2)CC1
→ -10%, -1%, -1%
15	COc1ccccc1N1CCN(/N=C(\C)c2ccccc2O)CC1
→ 9%, -2%, 1%

Other entries
The line under a structure holds: FEN1 inh, KAT2A inh, N370S GC
16	Cc1ccc(C(=O)NS(=O)(=O)c2ccc(N=NN(C)C)cc2)cc1
→ 4%, -3%, 9%
17	O=C(NCCOc1ccccc1)c1cc(C(=O)NCCOc2ccccc2)cc([N+](=O)[O-])c1
→ -11%, -9%, 8%
18	CCOC(=O)c1c2ccccc2[n+]([O-])n1CCO
→ 12%, -16%, -13%
19	O=C1CN(C(=O)COC(=O)c2ccc(Cl)c(S(=O)(=O)N3CCCCC3)c2)c2ccccc2N1
→ -18%, -14%, ·
20	CCCCNc1nnc(SCC(=O)c2c[nH]c3ccccc23)s1
→ -6%, -4%, 2%
21	CCOC(=O)c1c(N)sc2c1CCC1C(=O)N(C3CCCCC3)C(=O)C21 (stereo not drawn)
→ -4%, -17%, -10%
22	COc1ccc(NC(=O)COC(=O)C23CC4CC(CC(O)(C4)C2)C3)cc1Cl
→ -17%, -1%, ·
23	O=C(NCCCN1CCCC1=O)c1cc2ccccc2o1
→ 18%, -2%, ·
24	CCN1C(=O)CC(C(=O)OC)=C1C
→ 5%, 1%, 6%
25	Cc1c(NS(=O)(=O)c2cc(C(=O)NCc3cccnc3)ccc2Cl)c(=O)n(-c2ccccc2)n1C
→ -6%, -2%, ·
26	CC(C)Cn1c(N)c(C(=O)COC(=O)C2CCCN2C(=O)c2cccs2)c(=O)n(C)c1=O (stereo not drawn)
→ 2%, 1%, ·
27	O=C(Nc1ccc(F)cc1)c1nc[nH]c1C(=O)O
→ 6%, -12%, 6%
28	Cc1ccc(N(C(=O)NC2CCCCC2)C2=NCCCCC2)cc1
→ 4%, 9%, -1%
29	Cc1cc(NC2CCCC2)n2nc(C)c(-c3ccccc3)c2n1
→ -17%, -27%, 20%
30	Cc1nnc(NC(=O)CCS(=O)(=O)c2ccccc2)s1
→ -1%, -1%, -4%

(cont.)
The line under a structure holds: FEN1 inh, KAT2A inh, N370S GC
31	Cc1ccc(S(=O)(=O)N(Cc2ccc(Cl)cc2)c2ccccc2C(=O)NCc2ccco2)cc1
→ -9%, -16%, 17%
32	O=C(c1ccc(Br)cc1)c1cc(-c2ccccn2)c(N2CCOCC2)s1
→ -23%, -19%, ?
33	CCOC(=O)C1=C(c2ccccc2)O/C(=C(\C(=O)OC)C(F)(F)F)S1
→ -10%, 2%, 23%
34	Cn1c(SCC(=O)N2CCc3ccccc3C2)nnc1-c1ccncc1
→ -2%, -5%, 14%
35	O=C(NCc1ccccc1)C(=O)NCC(c1ccco1)S(=O)(=O)c1ccc(Cl)cc1 (stereo not drawn)
→ 16%, -3%, ·
36	CC(C)(C)OC(=O)NCCc1nnc(SCC(=O)Nc2cccc(Cl)c2)o1
→ -15%, -6%, 4%
37	COc1ccccc1C(=O)NCC(=O)N=Nc1c(O)n(C(C)C)c2ccccc12
→ 20%, -7%, 2%
38	CCNC(=S)Nc1cc(-c2ccc(Cl)cc2)[nH]n1
→ -2%, 2%, -3%
39	COc1ccc2c(c1)c(CC(=O)Nc1nnc(C3CC3)s1)c(C)n2C(=O)c1ccc(Cl)cc1
→ -1%, 3%, -1%
40	COc1ccc(NC(=O)NNS(=O)(=O)c2ccc(OC)c(OC)c2)c(OC)c1
→ 0%, -16%, -3%
41	O=C(NNC(=O)c1c(F)cccc1F)c1sccc1-n1cccc1
→ 5%, -1%, 5%
42	Cc1cccc(CN2CCc3c([nH]c4ccccc34)C2CC(C)C)n1 (stereo not drawn)
→ -12%, -16%, 1%
43	CCCCn1c(N)c(N(CCOC)C(=O)CN2c3ccccc3CC2C)c(=O)[nH]c1=O (stereo not drawn)
→ 2%, 1%, -5%
44	O=C(CCC(=O)N1CCCC(Nc2ccccc2)C1)c1ccc(F)cc1 (stereo not drawn)
→ -7%, -3%, -23%
45	O=C(CCn1c(=S)[nH]c2cc3c(cc2c1=O)OCO3)NCc1cccc(Cl)c1
→ -5%, -5%, 2%

Rewritten as labelled records: entries from further up.
42: Cc1cccc(CN2CCc3c([nH]c4ccccc34)C2CC(C)C)n1 (stereo not drawn)
  FEN1 inh = -12%; KAT2A inh = -16%; N370S GC = 1%

17: O=C(NCCOc1ccccc1)c1cc(C(=O)NCCOc2ccccc2)cc([N+](=O)[O-])c1
  FEN1 inh = -11%; KAT2A inh = -9%; N370S GC = 8%

Additional records.
The line under a structure holds: FEN1 inh, KAT2A inh, N370S GC
46	COc1ccc(N2CCN(C(=O)CN=C3NS(=O)(=O)C(c4ccc(C)cc4)=C3C)CC2)cc1
→ -20%, -7%, 4%
47	C[C@]12c3[nH]c4ccccc4c3CCN1C(=O)C(CC(=O)NCc1cccc(C(F)(F)F)c1)C[C@@H]2C(=O)N1CCCCC1 (stereo partly drawn)
→ -24%, -10%, ·
48	O=C(CCC(=O)NCCO)NCCO
→ 1%, 1%, -13%
49	Cc1cc(NC(=O)CCCC(=O)NCc2ccccc2)no1
→ 14%, 7%, 3%
50	Cc1cc(C)n(-c2nnc(NCc3ccc(Cl)cc3)nn2)n1
→ 2%, -5%, -13%
51	CC(=O)c1cccc(NC(=O)N2C3CCCC2CC(NC(=O)C2CC2)C3)c1 (stereo not drawn)
→ 0%, -2%, -6%
52	CCNC(=O)C(=O)NCCc1ccc(Cl)cc1
→ -8%, -7%, 9%
53	CCCOc1ccc(-c2nonc2NC(=O)c2oc3ccc(C)cc3c2C)cc1OCCC
→ -9%, 0%, ·
54	O=C(COc1ccc(Cl)cc1Cl)Nc1ccc(CN2CCOCC2)cc1
→ -6%, 0%, -15%
55	CCNC(=O)COc1ccc(Br)cc1Cl
→ 0%, -12%, -12%
56	CC1CCN(CC(=O)NCc2ccco2)CC1
→ -4%, -10%, 12%
57	COc1ccc(-n2c(=O)c3c4c(sc3n(C)c2=O)CN(C(C)=O)CC4)cc1
→ 0%, 2%, ·
58	CCC(C)[C@H](NC(=O)Nc1ccc(S(N)(=O)=O)cc1)C(=O)OC (stereo partly drawn)
→ 2%, -1%, 1%
59	CC(=O)c1ccc(NC(=O)CSc2nnc(C3CC3)n2C)cc1
→ 55%[activator], -4%, -7%
60	CC(=O)c1ccc(S(=O)(=O)N2CCC(NC(=O)Nc3cccc(F)c3)CC2)cc1
→ -8%, -6%, -12%

Part of the list above in another layout.
No. | Structure | FEN1 inh | KAT2A inh | N370S GC
46 | COc1ccc(N2CCN(C(=O)CN=C3NS(=O)(=O)C(c4ccc(C)cc4)=C3C)CC2)cc1 | -20% | -7% | 4%
47 | C[C@]12c3[nH]c4ccccc4c3CCN1C(=O)C(CC(=O)NCc1cccc(C(F)(F)F)c1)C[C@@H]2C(=O)N1CCCCC1 (stereo partly drawn) | -24% | -10% | ·

Four entries from above, as labelled records.
53) CCCOc1ccc(-c2nonc2NC(=O)c2oc3ccc(C)cc3c2C)cc1OCCC
  FEN1 inh = -9% | KAT2A inh = 0% | N370S GC = ·

54) O=C(COc1ccc(Cl)cc1Cl)Nc1ccc(CN2CCOCC2)cc1
  FEN1 inh = -6% | KAT2A inh = 0% | N370S GC = -15%

55) CCNC(=O)COc1ccc(Br)cc1Cl
  FEN1 inh = 0% | KAT2A inh = -12% | N370S GC = -12%

56) CC1CCN(CC(=O)NCc2ccco2)CC1
  FEN1 inh = -4% | KAT2A inh = -10% | N370S GC = 12%

Continued:
The line under a structure holds: FEN1 inh, KAT2A inh, N370S GC
61	COCCn1c(Cc2ccccc2)nnc1SCC(=O)N1CCOCC1
→ -3%, -5%, 4%
62	Cn1c(=O)c2c(nc(SCC(=O)Nc3ccccc3F)n2Cc2ccccc2F)n(C)c1=O
→ -1%, -1%, ·
63	O=C(Nc1ccccc1N1CCOCC1)c1cc(-c2ccncc2)nc2ccccc12
→ 8%, -7%, -8%
64	COc1ccc(S(=O)(=O)n2cnc3cc(C)c(C)cc32)cc1C
→ -3%, -5%, -16%
65	COc1ccc(-c2cc(=O)[nH]c(N3CCN(Cc4ccccc4)CC3)n2)cc1
→ 8%, -4%, -15%
66	COc1ccc(-c2ccnc3nc(Sc4ncc(C(F)(F)F)cc4Cl)nn23)cc1
→ -6%, -29%, 19%
67	CC(=O)c1c(N2CCN(c3cccc(Cl)c3)CC2)nc(=S)n(-c2ccccc2)c1C
→ -10%, 0%, 2%
68	COc1ccccc1NC(=O)Cc1noc(CSc2nnc(C)n2C)n1
→ -13%, -5%, -11%
69	C#CCOCCOCCOCCNc1nc(N2CCN(C(=O)[C@H](Cc3ccc(O)cc3)n3cc(C(N)CC(C)C)nn3)CC2)nc(N2CCN(C(=O)[C@H](CCC(=O)O)n3cc(C(N)[C@H](C)CC)nn3)CC2)n1 (stereo partly drawn)
→ -8%, -5%, -3%
70	COc1ccc(CC(=O)OCC(=O)Nc2ccc(C(=O)Nc3ccc(OC)cc3)cc2)cc1
→ 6%, 0%, 15%
71	CCCCCn1c(=NC(C)=O)c(C#N)cc2c(=O)n3ccccc3nc21
→ -9%, 1%, ?
72	Cc1cc(NC(=O)c2coc(=O)c(Br)c2)ccc1C(C)C
→ 4%, -2%, 3%
73	CN(C)C(=O)c1ccc(-c2ccc3ncnc(N4CCNCC4)c3c2)cc1
→ ·, -8%, 2%
74	O=C(N/N=C1/C(=O)c2cccc3cccc1c23)c1ccc(Cl)cc1
→ 79µM*, -22%, ?
75	CC(=O)c1c(C)n(-c2ccccc2Br)c2ccc(O)cc12
→ -6%, -7%, -2%

Following part:
The line under a structure holds: FEN1 inh, KAT2A inh, N370S GC
76	COc1ccc(C2CC(C(F)(F)F)n3nc(C(=O)NCc4cn(C)nc4C)c(Cl)c3N2)cc1 (stereo not drawn)
→ 13%, 1%, -1%
77	CC(C)[C@H](NC(=O)C1CCN(S(=O)(=O)c2ccccc2)CC1)C(=O)NCc1ccc(F)cc1
→ -2%, 3%, 0%
78	Cc1ccccc1-c1nc(Nc2ccncc2)c2ccccc2n1
→ ·, -28%, -22%
79	Cc1ccc(S(=O)(=O)N2CCOC23CCN(C(=O)c2ccc(Cl)cc2Cl)CC3)cc1
→ -6%, 0%, 3%

Full records, quoted from the list.
COc1ccc(C2CC(C(F)(F)F)n3nc(C(=O)NCc4cn(C)nc4C)c(Cl)c3N2)cc1 (stereo not drawn) across the screens: FEN1 inh: 13%; KAT2A inh: 1%; N370S GC: -1%
Cc1ccccc1-c1nc(Nc2ccncc2)c2ccccc2n1 across the screens: FEN1 inh: ·; KAT2A inh: -28%; N370S GC: -22%
